aSyn UTR inh: MLPCN primary screen, SNCA 5' untranslated region. inhibition, % (tested at 7.5 µM). alpha-synuclein 5'UTR reporter, inhibitor activity. 300,000 compounds, 0.82% hits; in the data active = inhibition above about 60%; inconclusive = no clear call, values can overlap the other calls;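 also: H4 neuroglioblastoma cells stably carrying SNCA 5'UTR luciferase fusion; 0% = DMSO wells and 100% = positive control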
HIF act: HIF pathway transcriptional activators, primary screen, cell-based, U2OS HRE-luciferase, luminescence; activation, % at 7.5 µM (by protocol); 300,000 compounds, 0.32% hits; U2OS HRE-luciferase reporter; normalized: DMSO 0%, desferrioxamine 100%; AID 1910, 2009;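 active = mean activation of at least 10% of the iron chelator positive control signal, with at least half of replicates also reaching 10%; inconclusive = mean and replicate majority disagree about reaching 10%; inactive = mean and most replicates under 10%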
KLF5 inhibitor: KLF5 expression inhibitors, primary screen, DLD-1 cells, luminescence; DLD-1 KLF5 promoter-luciferase reporter; 290,000 compounds, 0.23% hits; inhibition, % at 5 µM; AID 1700, 2009;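 active = inhibition above a per-plate limit of that plate's mean compound inhibition plus 3 SD, cut at about 60% in these data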;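 also: 0% = DMSO wells and 100% = LY294002 at 200 µM; higher means less KLF5 promoter-driven luciferase light; inactives centre near -14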
HSP90 refold inh: HSP90 inhibitors, primary screen, cell lysate, luminescence; Rabbit reticulocyte lysate, luciferase refolding luminescence, 3 h; 290,000 compounds, 0.91% hits; inhibition, % at 5.6 µM;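 active = inhibition above the screen-wide mean plus 3 SD, computed separately per campaign, cut at about 16% in these data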;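 also: 0% = DMSO wells and 100% = 60 µM geldanamycin wells; inhibitors lower the luminescence because luciferase stays unfolded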
Platelet DG rel: inhibitors of platelet dense granule secretion, primary screen, cell-based, MLPCN, human platelets; human platelet-rich plasma, SFLLRN dense granule ATP release, luminescence; inhibition, %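 (compounds screened at 7.5 µM in platelet-rich plasma)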; 300,000 compounds, 0.22% hits;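 active = mean replicate score, as percent of positive control, at or above 50; inconclusive = mean below 50 but at least one replicate at or above 50; inactive = mean and every replicate below 50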
HSF1 activator: HSF-1 activators, primary screen, NIH3T3-HGL cells, MG132 stress, luminescence, single point. 300,000 compounds, 1.7% hits. NIH3T3-HGL HSF-1 luciferase reporter, 8 h; 100% = twice DMSO control signal. activation, % at 9 µM. AID 504408, 2011;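 active = mean replicate activation of at least 50% with a set share of replicates each reaching 50%; inconclusive = only one of those two conditions met; inactive = mean below 50% and too few replicates reaching it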;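 also: 0% = median of the neutral control wells and 100% = twice that signal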
AI-2 QS modul: Vibrio harveyi AI-2 quorum sensing modulators, primary screen, JMH597 strain, luminescence/OD600 ratio | Vibrio harveyi JMH597 AI-2 luminescence/OD600 ratio, 9 h; hits give low values; strain lacks LuxN and CqsS sensors; 0 = neutral-control median | activity change, % at 7.5 µM | 300,000 compounds, 0.4% hits | AID 2094, 2009; in the data active = activity change below about -75%, passing the limit was not always enough; inconclusive = no clear call, values can overlap the other calls;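 also: luminescence divided by OD600 gain over 9 h not by final OD600 alone; inactives centre near 13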
HSF1 inh: HSF1 inhibitors in luciferase reporter cells, primary screen, cell-based, NIH3T3, luminescence. 300,000 compounds, 0.77% hits. AID 2098, 2009. activity change, negative = inhibition, % at 7.5 µM (by protocol). NIH3T3-HGL HSE-luciferase, MG132-induced, luminescence 8 h; hits give low values;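 active = more than half of replicate wells show activity change below -50%, luminescence cut by over half; inconclusive = some wells, but at most half, below -50%; inactive = no replicate well below -50%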;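 also: luciferase reports HSF-1 transcriptional activity via heat shock element; 0% = median of DMSO wells and -100% = zero luminescence signal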
IEC-6 tox: cytotoxicity in IEC-6 intestinal epithelial cells, primary screen, cytotoxicity control for KLF5 inhibitor project, cell-based, luminescence; IEC-6 cytotoxicity, luminescence viability; inhibition, % at 5 µM; 290,000 compounds, 0.78% hits; in the data active = inhibition above about 22%;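 also: 0% = plate median of test compound wells and 100% = cytotoxic reference compound wells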
HDAC3 inhib: HDAC3 deacetylase inhibitors, primary screen, biochemical, fluorescence, cell-free homogeneous | Histone deacetylase 3 (Homo sapiens), O15379 | recombinant HDAC3, fluorogenic peptide/trypsin coupled | inhibition, % at 8.3 µM | 320,000 compounds, 0.15% hits; in the data active = inhibition above about 26%, passing the limit was not always enough; inconclusive = no clear call, values can overlap the other calls
Target sequence (O15379 whole entry, looked up): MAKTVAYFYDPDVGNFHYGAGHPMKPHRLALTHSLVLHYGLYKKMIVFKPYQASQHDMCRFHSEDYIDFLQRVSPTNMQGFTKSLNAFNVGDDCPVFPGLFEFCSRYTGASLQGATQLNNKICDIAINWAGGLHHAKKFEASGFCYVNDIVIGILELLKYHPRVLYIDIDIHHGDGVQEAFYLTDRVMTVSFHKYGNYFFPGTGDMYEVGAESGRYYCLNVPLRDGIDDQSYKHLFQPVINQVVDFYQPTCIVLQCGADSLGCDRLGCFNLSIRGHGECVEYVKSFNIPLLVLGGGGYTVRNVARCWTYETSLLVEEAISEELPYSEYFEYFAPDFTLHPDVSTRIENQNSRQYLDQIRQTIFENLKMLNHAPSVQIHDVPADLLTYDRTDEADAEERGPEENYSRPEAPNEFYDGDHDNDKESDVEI
An asterisk follows results filed as active; ? = inconclusive; . = not tested or not shown.

SMILES | aSyn UTR inh | HIF act | KLF5 inhibitor | HSP90 refold inh | Platelet DG rel | HSF1 activator | AI-2 QS modul | HSF1 inh | IEC-6 tox | HDAC3 inhib
O=C(/C=C/c1ccccc1)N(Cc1cccs1)C1CCS(=O)(=O)C1 (centres undefined) | 8 | 0.1 | 8 | 2 | -4 | -2 | 14 | -4 | 2 | ?
Nc1nnnn1CC(=O)N/N=C/c1cccs1 | -12 | -0.3 | 0 | -4 | -1 | 21 | 15 | 2 | -4 | -6
Cc1cc(Cl)c(S(=O)(=O)NC(C)C)cc1OCC(N)=O | 5 | -0.1 | -1 | -1 | 36 | 0 | -2 | -12 | 1 | 9
CC1(OC(=O)c2ccc(Cl)nc2)C(=O)C=C2C=C(c3ccc(C#N)cc3)OC=C2C1=O (centres undefined) | -20 | -0.1 | . | . | -1 | -1 | 22 | -1 | . | 5
C/C(=N/NS(=O)(=O)c1cc(C)ccc1C)c1ccc2c(c1)OCO2 | -12 | -0.4 | -39 | -4 | -2 | -4 | 16 | 0 | -2 | 2
COc1ccc(NC(=O)COC(=O)COc2cccc3c2OC(C)(C)C3)cc1 | -1 | -0.2 | . | . | -4 | -27 | 17 | -6 | . | -8
CCOC(=O)c1sc(NCC2CCCO2)nc1C (centres undefined) | -31 | 2.6 | -47 | 0 | -16 | 15 | -3 | 15 | -5 | 12
CCc1cccc(C)c1NC(=O)N(C)C1CCCCC1 | 0 | -0.8 | 8 | 9 | -1 | -1 | 3 | 1 | 7 | -6
COCCn1c(N)c(N(Cc2ccccc2)C(=O)COc2ccc(F)cc2Cl)c(=O)[nH]c1=O | 7 | -0.3 | . | . | -16 | 4 | 27 | 2 | . | 0
O=C(N/N=C/c1sc(N2CCOCC2)nc1-c1ccccc1)c1ccc(O)cc1 | -23 | -0.2 | 6 | 4 | 1 | ? | 21 | 19 | 4 | 6
CNc1oc(-c2cccc3ccccc23)nc1C#N | -105 | 1.1 | 19 | -2 | 2 | 30 | 23 | 24 | 4 | 3
COc1ccc(CCNC(=O)C2CCCN(S(=O)(=O)c3ccccc3)C2)cc1 (centres undefined) | 2 | 1.0 | -9 | -3 | -3 | 1 | 14 | -6 | -12 | -3
Cn1cnnc1Sc1ccc(C(=O)OCC(=O)Nc2cc(Cl)cc(Cl)c2)cc1[N+](=O)[O-] | -15 | -0.5 | 4 | -4 | -2 | 3 | 32 | -1 | 0 | 9
N#C/C(=N\Nc1ccc(Cl)cc1)C(=N)N1CCCCC1 | -101 | 1.0 | -171 | 14 | 1 | 39 | 23 | 13 | 2 | 6
S=c1[nH]c2cc(Br)cnc2[nH]1 | -16 | -0.2 | -24 | 6 | -2 | 10 | 43 | -6 | -4 | 0
Cn1cnc(S(=O)(=O)N2CCN(c3cccc(C(F)(F)F)c3)CC2)c1 | 6 | -0.7 | -21 | 7 | 4 | 0 | 15 | -3 | 6 | 12
CC(C)(C)c1ccc2c(c1)OCC(C(=O)O)O2 (centres undefined) | 16 | -0.3 | -31 | 1 | -1 | -22 | 5 | -8 | -4 | 3
CC1(C)Oc2ccc(C(=O)NC3CCCC3)cc2N(CC(=O)NC2CCCCC2)C1=O | 12 | -0.7 | -16 | 2 | -1 | 2 | 38 | -4 | 2 | -7
Cc1c(NC(=O)CN2C(=O)c3cccc4cccc2c34)c(=O)n(-c2ccccc2)n1C | 8 | 2.1 | -22 | 3 | 0 | -4 | 24 | -1 | -3 | -6
COc1ccc(C2=NN(C(C)=O)C(c3cccs3)C2)cc1OC (centres undefined) | 18 | 1.8 | -51 | 1 | 1 | 18 | 0 | 22 | -3 | -13
CC(NS(=O)(=O)c1ccc(OCC(=O)NCc2cccnc2)cc1)c1ccccc1 (centres undefined) | 11 | -1.4 | -1 | 0 | . | -13 | 12 | 1 | 2 | 4
Cc1cccc(N2C(=O)c3cccc4cccc(c34)C2=O)c1 | 15 | -0.1 | -33 | 2 | -1 | 22 | 0 | -9 | -1 | -1
CN(CCC1CCCCO1)C(=O)CCc1nnc(Cc2c[nH]c3ccccc23)o1 (centres undefined) | 9 | -0.4 | -32 | -2 | 17 | -2 | 13 | -4 | 0 | 2
Cc1cc(C)nc(N(C#N)CC(=O)c2ccccc2)n1 | -26 | 0.3 | -60 | 2 | 2 | -7 | 15 | 7 | -2 | -2
O=c1cc(CN2CCc3ccccc32)nc2sccn12 | 50 | -0.5 | -31 | 4 | 9 | -2 | 17 | -7 | -3 | -2
O=S(=O)(NCCN1CCCC1)c1ccc(Br)cc1 | -1 | 1.3 | -23 | 6 | -3 | -6 | -4 | 4 | 2 | -8
O=C1C(Nc2ccccc2)=C(NS(=O)(=O)c2ccccc2)C(=O)c2ccccc21 | -75 | 0.9 | -33 | -6 | 3 | 60* | 35 | 33 | 9 | -6
CCN(CC)CC(O)Cn1c(C)c(-c2ccccc2)c2cc([N+](=O)[O-])ccc21 (centres undefined) | -28 | -0.3 | -31 | 1 | 11 | -11 | 2 | -11 | 6 | 5
Cc1c(NC(=O)CSc2nnc(-c3ccco3)n2-c2ccccc2)c(=O)n(-c2ccccc2)n1C | -4 | 0.2 | 4 | -2 | 1 | 1 | 10 | 5 | -6 | -2
CSc1ccc(S(=O)(=O)NCC(=O)OCC(=O)N(C)Cc2ccccc2)cc1[N+](=O)[O-] | 15 | -0.1 | . | . | 1 | -3 | -3 | -8 | . | 9
COc1ccc(-c2nn(-c3ccccc3)cc2C(=O)N2CCN(S(=O)(=O)c3cccc(F)c3)CC2)cc1 | 6 | -0.3 | . | . | 19 | -5 | 25 | -2 | . | 7
C#CCOCCOCCOCCNc1nc(N2CCN(C(=O)C([C@@H](C)CC)n3cc(C(N)Cc4ccc(O)cc4)nn3)CC2)nc(N2CCN(C(=O)[C@H](CCC(=O)O)n3cc(C(N)[C@H](C)CC)nn3)CC2)n1 (some centres undefined) | -4 | -0.5 | -14 | 4 | 0 | 1 | -2 | -3 | 2 | -9
O=C(Nc1ccc2c(c1)OCCO2)c1cc2ccccc2o1 | -22 | -0.2 | -46 | 24* | 11 | 61* | 10 | 15 | 2 | 0
Cc1ccc(C(C)C)c(OCc2nn(CC(=O)c3ccc(Cl)cc3)c3[n+]2CCCCC3)c1 | 10 | -0.6 | 15 | 7 | -7 | 7 | 36 | -13 | 4 | 9
O=C(NNc1cccc(Cl)c1)c1cccnc1Cl | 2 | 0.0 | -27 | -4 | -3 | -15 | 1 | 5 | 0 | -2
Oc1ccc2ccccc2c1C=Nc1ccc(Cl)cn1 | -18 | -0.1 | -7 | 10 | 1 | -4 | 21 | -2 | 3 | ?
COc1cc(OC)c(C2N(c3ccc(Cl)c(Cl)c3)C(=O)C3CCCN32)cc1OC (centres undefined) | 8 | 0.5 | -14 | -1 | 1 | -7 | -5 | -7 | 5 | -2
Cc1cccc(NC(c2ccc(C)s2)c2ccc3ccc(C)nc3c2O)n1 (centres undefined) | -35 | -0.5 | -14 | 3 | 1 | 6 | -1 | 2 | -2 | -9
CCOCCCN(C(=O)c1ccco1)C(C(=O)NC1CCCC1)c1ccc(OC)cc1 (centres undefined) | -15 | -12 | -23 | 2 | -12 | 40 | 13 | 6 | -5 | .
CNC(=O)NC(=S)NC(=O)c1ccc(OC)cc1 | -32 | 1.5 | -18 | -3 | 0 | 31 | -1 | 6 | -4 | 0

Arranged by molecular weight (descending): some entries from above.
SMILES | aSyn UTR inh | HIF act | KLF5 inhibitor | HSP90 refold inh | Platelet DG rel | HSF1 activator | AI-2 QS modul | HSF1 inh | IEC-6 tox | HDAC3 inhib
C#CCOCCOCCOCCNc1nc(N2CCN(C(=O)C([C@@H](C)CC)n3cc(C(N)Cc4ccc(O)cc4)nn3)CC2)nc(N2CCN(C(=O)[C@H](CCC(=O)O)n3cc(C(N)[C@H](C)CC)nn3)CC2)n1 (some centres undefined) | -4 | -0.5 | -14 | 4 | 0 | 1 | -2 | -3 | 2 | -9
COc1cc(OC)c(C2N(c3ccc(Cl)c(Cl)c3)C(=O)C3CCCN32)cc1OC (centres undefined) | 8 | 0.5 | -14 | -1 | 1 | -7 | -5 | -7 | 5 | -2
O=C(N/N=C/c1sc(N2CCOCC2)nc1-c1ccccc1)c1ccc(O)cc1 | -23 | -0.2 | 6 | 4 | 1 | ? | 21 | 19 | 4 | 6
COc1ccc(NC(=O)COC(=O)COc2cccc3c2OC(C)(C)C3)cc1 | -1 | -0.2 | . | . | -4 | -27 | 17 | -6 | . | -8
Cn1cnc(S(=O)(=O)N2CCN(c3cccc(C(F)(F)F)c3)CC2)c1 | 6 | -0.7 | -21 | 7 | 4 | 0 | 15 | -3 | 6 | 12
O=c1cc(CN2CCc3ccccc32)nc2sccn12 | 50 | -0.5 | -31 | 4 | 9 | -2 | 17 | -7 | -3 | -2
O=C(NNc1cccc(Cl)c1)c1cccnc1Cl | 2 | 0.0 | -27 | -4 | -3 | -15 | 1 | 5 | 0 | -2
Cc1cc(C)nc(N(C#N)CC(=O)c2ccccc2)n1 | -26 | 0.3 | -60 | 2 | 2 | -7 | 15 | 7 | -2 | -2
S=c1[nH]c2cc(Br)cnc2[nH]1 | -16 | -0.2 | -24 | 6 | -2 | 10 | 43 | -6 | -4 | 0

The results go on:
SMILES | aSyn UTR inh | HIF act | KLF5 inhibitor | HSP90 refold inh | Platelet DG rel | HSF1 activator | AI-2 QS modul | HSF1 inh | IEC-6 tox | HDAC3 inhib
O=C(Nc1ncn[nH]1)c1cc(S(=O)(=O)Nc2ccc(Cl)cc2)ccc1Cl | 1 | 0.4 | -16 | 1 | 9 | 5 | 36 | -8 | -5 | -2
CCOC(=O)C1CCCN(CCC(=O)Nc2cccc(Cl)c2C)C1 (centres undefined) | 10 | 0.7 | -18 | -1 | 1 | 4 | 0 | 1 | -2 | -7
CN(C)C(=S)NC(=O)C12CC3CC(C)(CC(C)(C3)C1)C2 | -7 | -0.2 | -3 | -5 | -6 | 26 | 23 | 1 | -1 | 2
CCCCCc1ccc(-c2ccc(C(=O)O)cc2)nc1 | -19 | -4.0 | 44 | 61* | -2 | -35 | -76* | -21 | 9 | 10
COc1cc2c(cc1OC)CN(c1ccc3ccccc3n1)CC2 | -189 | 0.9 | -91 | -4 | -5 | 15 | -2 | -6 | -2 | 0
Cc1ccccc1N1CN(Cc2ccco2)CNC1=S | 33 | 0.0 | 8 | -1 | -2 | -8 | 5 | 0 | 13 | -3
COc1ccc(-c2nn(-c3ccccc3)cc2C(=O)Nc2nccs2)cc1 | -3 | -0.6 | -11 | 5 | -17 | -18 | 20 | -6 | -5 | -1
CN1C(=O)N(C)C2(c3ccccc3)NNC(N)=NC12c1ccccc1 (centres undefined) | -8 | -0.6 | 1 | 0 | 8 | -4 | 3 | -2 | 8 | -5

High-throughput results deposited in PubChem by several laboratories.
